AID inhibitor – inhibitors of human activation induced cytidine deaminase. Q9GZX7. AID deamination FRET fluorescence, UDG-coupled, 4 h. Potency, µM (top dose mostly 115 µM), inactives show at the highest dose activity change, negative = inhibition, most hits filed as inhibitors. actives 0.32% (n = 91,000); also: nearly all actives have a fitted effect of over 25% in size
Target sequence (Q9GZX7 whole entry, looked up): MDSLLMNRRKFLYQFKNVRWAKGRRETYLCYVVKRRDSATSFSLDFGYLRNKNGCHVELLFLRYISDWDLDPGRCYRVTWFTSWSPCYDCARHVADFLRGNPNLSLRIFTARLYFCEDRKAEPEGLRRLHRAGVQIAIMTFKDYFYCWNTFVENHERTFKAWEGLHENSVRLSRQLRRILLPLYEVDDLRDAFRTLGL
UDG counterscr – UDG inhibition counter-screen; FRET deamination/UDG coupled assay, UDG read, 4 h; Potency, µM (series often up to 115 µM), without a hit: top-dose activity change, negative = inhibition, usual class: inhibitors; actives 0.14% (n = 91,000); also: nearly all actives have a fitted effect of over 65% in size
Active calls of the source: *; ? = inconclusive; [ ] = another dose, or the depositor's remark. Calls follow the shape of the dose curve; as a rule, active = well fitted curve in the direction sought with a large enough effect; inconclusive = small, poorly fitted or top-dose-only effect, or another doubt; inactive = no such curve, though single readings can be large; an effect the other way counts as inactive or inconclusive. % is scaled to controls: 0 for no effect and ±100 for the full control effect; potency is read from the fitted curve at half-maximal effect.

Every second line gives: AID inhibitor, UDG counterscr
CC1CCC(C(=O)NC(C)c2ccccc2)CC1 (stereo not drawn)
→ 3%, -1%
CC(C)(C(=O)Nc1ccc(F)c(NC(=O)C2CC2)c1)c1ccccc1
→ 1%, 9%
O=C(/C=C/c1ccccc1Cl)Nc1nc(-c2cccs2)ns1
→ 19%, 5%[57.5 µM]
CCN(CC)C(N)=S
→ 6%, 3%
COc1ccc(NC(=O)CCc2c(C)nn(-c3ccc(N4CCOCC4)nn3)c2C)cc1Cl
→ 9%, -1%
Cc1ccc(N(Cc2cccs2)C(=O)C(C)Oc2ccc(Cl)c(C)c2)cc1 (stereo not drawn)
→ ?, ?
Fc1ccc(OCc2cc(-c3cccs3)on2)c(Br)c1
→ -6%, 3%
CC(NC(=O)CCCN1C(=O)CCn2nc(-c3cn(C)c4ccccc34)cc21)c1ccccc1 (stereo not drawn)
→ 15%, 8%
COc1ccc2cnn(CC(=O)N3CCN(c4cccc(Cl)c4)CC3)c(=O)c2c1OC
→ -8%, 4%
Cc1cccc(C(=O)N[C@@H](C)C(=O)O)c1
→ 1%, -8%
COc1ccc(NC(=O)c2c(NC(=O)Cc3ccccc3)sc3c2CCCC3)cc1
→ 2%, -8%
COC(=O)c1ccc2oc(=O)c(S(=O)(=O)c3ccccc3)cc2c1
→ 5%, 2%
COc1cccc(NC(=O)C2CCN(C(=O)N3CC(C)Oc4ccccc43)CC2)c1 (stereo not drawn)
→ 3%, -21%
Cn1c(=O)c2c(-c3ccccc3)n(-c3ccc(Cl)cc3)cc2n(C)c1=O
→ -19%, 1%
O=C(NC1CC1)C12CC3CC(CC(C3)C1)C2
→ -1%, -10%
COC(=O)c1ccc(NC(=O)C(NC(=O)c2ccc(C)cc2)C(C)C)c(C)c1 (stereo not drawn)
→ -1%, 2%
CCCc1nc(-c2ccc(-c3ccc(OC)cc3)nc2OC)no1
→ -12%, -14%
Cc1ccccc1-c1nc(CNC(=O)NC2CCCCC2)c(C)o1
→ -30%, 13%
COc1ccccc1NC(=O)C1CCCN(c2nnc(C)c3c(C)n(-c4ccccc4)nc23)C1 (stereo not drawn)
→ 0%, 8%
FC(F)(F)c1ccccc1C(c1ccccc1)N1CCNCC1 (stereo not drawn)
→ 5%, 6%
O=C(Nc1ccc(F)c(F)c1)c1cc(S(=O)(=O)N2CCc3ccccc32)ccc1F
→ 11%, -10%
COc1ccc(Oc2coc3cc(OC(=O)c4ccc5c(c4)OCO5)ccc3c2=O)cc1
→ -2%, 4%
CCCC(C(=O)Nc1nc2ccc(OC)cc2s1)c1ccccc1 (stereo not drawn)
→ -6%, -2%
CC1CCCN(C(=O)c2ccc(CSc3nc4ccncc4n3Cc3ccccc3)cc2)C1 (stereo not drawn)
→ ?, 0%
Cc1cc(N2CCN(c3cc(Cl)ccc3C)CC2)n2nc(-c3ccccc3)nc2n1
→ -23%, -12%
Cc1ccc(CNC(=O)c2cnc(N(C)C)nc2)cc1
→ 16%, 0%
COc1ccc(-c2c(C)c3cc(OS(C)(=O)=O)ccc3oc2=O)cc1
→ -18%, -11%
Cc1ccc(C(=O)Nc2c(C(=O)NC(C)(C)C)oc3ccccc23)cc1
→ 28%, 1%
Cc1oc(-c2cccs2)nc1CC(=O)N1CCCC1c1ccccc1 (stereo not drawn)
→ -1%, 8%
C=CCNC(=O)N1CCN(C(c2ccc(F)cc2)c2ccc(F)cc2)CC1
→ -9%, -4%
COc1ccc2nc(NC(=O)c3nc(S(=O)(=O)Cc4ccc(C)cc4)ncc3Cl)sc2c1
→ -2%, 0%
c1ccc(CNCc2ccco2)cc1
→ 6%, 3%
Cn1cnc2c1c(=O)n(CC(=O)NCc1ccccc1Cl)c(=O)n2C
→ -3%, 0%
O=C(CSc1nnc(-c2ccccc2)c(-c2ccccc2)n1)Nc1ccccc1Cl
→ ?, 0%
CC(NC(=O)c1cc2c(=O)n3ccccc3nc2n(C(C)C)c1=N)c1ccccc1 (stereo not drawn)
→ -6%, 1%
Cc1ccccc1OCc1nnc(SCc2cc(=O)c3cc(F)ccc3[nH]2)n1C
→ -15%, -12%[57.5 µM]
Cc1cc(N2CCN(S(=O)(=O)c3ccc(Cl)c(C(F)(F)F)c3)CC2)nc(C(C)C)n1
→ -11%, -4%
CCC(=O)Oc1ccc2c(C)c(Cc3ccccc3)c(=O)oc2c1C
→ -3%, 1%
O=C(CSc1nnc2ccc(-c3ccc4c(c3)OCO4)nn12)NCc1ccccc1Cl
→ 4%, 9%
CCOC(=O)C1CCN(Cc2cn3c(-c4ccc(OC)cc4)nnc3s2)CC1
→ 2%, -4%
COc1cccc(CN2C(=O)C3(SCC(=O)N3c3ccc(C(C)C)cc3)c3ccccc32)c1 (stereo not drawn)
→ -15%, -1%
O=C(CCCn1c(=O)c2sccc2n(Cc2ccc(F)cc2Cl)c1=O)NCc1ccc2c(c1)OCO2
→ 12%, -4%
Cc1ccc2nc(NC(=O)c3cc(=O)c4cc(Cl)ccc4o3)sc2c1
→ 0%, -5%[57.5 µM]
COc1ccc(-c2nnc(SCC(=O)c3ccc([N+](=O)[O-])cc3)o2)cc1OC
→ ?, -1%
Cc1ccc2c(CC(=O)N3CCN(c4cccc(Cl)c4)CC3)coc2c1
→ ?, 0%
CC(NC(=O)CSc1n[nH]c(-c2ccccc2)n1)c1nc2ccccc2n1C (stereo not drawn)
→ 4%, -10%
Cc1ccc(Cc2nc3ccccc3nc2SCC(=O)Nc2ccc3c(c2)OCO3)cc1
→ 8%, -11%
CCOc1ccc(CNC(=O)CCCn2nc(C)c3sc4ccccc4c3c2=O)cc1
→ -2%, 0%
Cc1ccc(S(=O)(=O)N2CCNC(=O)C2)c2cccnc12
→ 12%, 2%
Cc1ccc(CCNC(=O)c2cc3sccc3n2Cc2ccc(Cl)cc2)cc1
→ 7%, -10%
CCN(CC)c1ccc(NC(=O)C2CCN(c3nnc(-n4cccc4)s3)CC2)c(C)c1
→ -8%, -8%
CCc1ccc(C2CC(=O)Nc3c2c(C)nn3-c2nc(C)cc(C)n2)cc1 (stereo not drawn)
→ -22%, -6%
COC(=O)c1cc(C)sc1NC(=O)CC1Sc2ccc(C(F)(F)F)cc2NC1=O (stereo not drawn)
→ -9%, ?
Cc1ccc(N2CCN(C(=O)c3cnn(-c4ccc(F)cc4F)c3C3CCN(C(=O)OC(C)(C)C)CC3)CC2)c(C)c1
→ -5%, 33%[activator]
CC(C)Cc1ccc(C(C)NC(=O)C2CC2C)cc1 (stereo not drawn)
→ -4%, 2%
CCCOc1ccc(Oc2nc(NCC(C)C)nc(N(C)C)n2)nn1
→ -6%, 1%
CC/C(=N\O)c1ccc(O)c(OC)c1
→ 5%, 13%
CCc1cc(C(=O)N2CCN(c3ccccc3)CC2)no1
→ -6%[57.5 µM], -9%[57.5 µM]
COc1cccc(C(=O)Nc2cccc(OCc3cc(=O)n4cc(C)ccc4n3)c2)c1
→ -30%, 0%
Cc1c(C(=O)N(C)C)sc2c1c(=O)n(-c1ccc(F)cc1)c(=O)n2Cc1cc(=O)n2ccccc2n1
→ 2%, -28%

COc1ccccc1CNc1cc(C)nc2nc(-c3ccc(C)cc3)nn12
  AID inhibitor: 118%[activator]
  UDG counterscr: 4%

Cc1ccc(C23CC4CC(C2)CC(c2csc(NC(=O)c5ccccc5)n2)(C4)C3)cc1
  AID inhibitor: -6%
  UDG counterscr: -1%

COc1ccc2sc(N(Cc3cccnc3)C(=O)c3cccs3)nc2c1
  AID inhibitor: -1%
  UDG counterscr: 3%

CC1CC(NC(=O)C2CC=CCC2C(=O)O)CC(C)(C)C1 (stereo not drawn)
  AID inhibitor: -13%
  UDG counterscr: 0%

CCCCc1nn2c(=O)cc(COC(=O)C3CCCCC3)nc2s1
  AID inhibitor: 6%
  UDG counterscr: 9%

COC(=O)c1c(SCC(=O)Nc2cc(C)cc(C)c2)[nH]c2ccccc2c1=O
  AID inhibitor: 250%[activator]
  UDG counterscr: 4%

COc1ccc(CCN2C(=O)N(c3ccc(C)cc3)C(=O)C2CC(=O)Nc2ccc(F)cc2)cc1 (stereo not drawn)
  AID inhibitor: 7%
  UDG counterscr: -3%

CCCCOC(=O)c1ccc(NC(=O)c2cc3c(=O)n4cccc(C)c4nc3s2)cc1
  AID inhibitor: 0%
  UDG counterscr: 0%[57.5 µM]

Cc1ccc(CC(=O)N(Cc2nc(-c3ccccc3)no2)C2CCCCC2)cc1
  AID inhibitor: -27%
  UDG counterscr: 79µM*

O=C(NCc1cccnc1)c1ccccc1NS(=O)(=O)c1ccc2[nH]c(=O)[nH]c2c1
  AID inhibitor: 3%
  UDG counterscr: 9%

Reformatted as tab-separated lines: part of the list above
SMILES	AID inhibitor	UDG counterscr
Cc1oc(-c2cccs2)nc1CC(=O)N1CCCC1c1ccccc1 (stereo not drawn)	-1%	8%
C=CCNC(=O)N1CCN(C(c2ccc(F)cc2)c2ccc(F)cc2)CC1	-9%	-4%

Full records from above. Values in the order: AID inhibitor, UDG counterscr
CCCCc1nn2c(=O)cc(COC(=O)C3CCCCC3)nc2s1 as listed: 6%, 9%
CCCCOC(=O)c1ccc(NC(=O)c2cc3c(=O)n4cccc(C)c4nc3s2)cc1 as listed: 0%, 0%[57.5 µM]
O=C(NCc1cccnc1)c1ccccc1NS(=O)(=O)c1ccc2[nH]c(=O)[nH]c2c1 as listed: 3%, 9%
COC(=O)c1c(SCC(=O)Nc2cc(C)cc(C)c2)[nH]c2ccccc2c1=O as listed: 250%[activator], 4%
COc1ccc(CCN2C(=O)N(c3ccc(C)cc3)C(=O)C2CC(=O)Nc2ccc(F)cc2)cc1 (stereo not drawn) as listed: 7%, -3%

The list continues.
Cc1ccc(Cc2cn3cc(-c4ccccc4)nc3s2)cc1
  AID inhibitor: -13%
  UDG counterscr: -17%

COC(=O)c1ccc(Cn2c(=O)cc(C(F)(F)F)c3c(C)nn(C)c32)cc1
  AID inhibitor: ?
  UDG counterscr: 6%

COc1ccc(C(NC(=O)COc2ccc(-c3ccccc3)cc2Cl)c2nccn2C)cc1 (stereo not drawn)
  AID inhibitor: -17%
  UDG counterscr: -17%

COc1ccc(S(=O)(=O)Nc2cc(OC(F)F)c(OC)cc2C(=O)O)cc1Br
  AID inhibitor: -18%
  UDG counterscr: 6%

COc1cccc(C(=O)Nc2sc3c(c2C(N)=O)CCCC3)c1OC(F)F
  AID inhibitor: 3%
  UDG counterscr: -2%

Cc1cc(C)cc(OCC(=O)Nc2c(C)ccc3nsnc23)c1
  AID inhibitor: 5%
  UDG counterscr: -6%

O=C(CSc1nc(=O)n(Cc2cccnc2)c2c1CCC2)Nc1cccc(Cl)c1
  AID inhibitor: -25%
  UDG counterscr: -1%

Cc1ccc(C(=O)Nc2nnc(SCc3cc(=O)c4c(C)ccc(C)c4[nH]3)s2)cc1
  AID inhibitor: ?
  UDG counterscr: ?

Nc1nc(CN2CCN(C(=O)c3ccc(OC(F)F)cc3)CC2)nc2ccccc12
  AID inhibitor: 11%
  UDG counterscr: -6%

CCOc1cccc(CNC2CCCCC2)c1
  AID inhibitor: 1%
  UDG counterscr: 3%

Compounds from the list above that have two or more sulfur atoms, in the order listed:
O=C(/C=C/c1ccccc1Cl)Nc1nc(-c2cccs2)ns1
  AID inhibitor: 19%
  UDG counterscr: 5%[57.5 µM]

COc1ccc2nc(NC(=O)c3nc(S(=O)(=O)Cc4ccc(C)cc4)ncc3Cl)sc2c1
  AID inhibitor: -2%
  UDG counterscr: 0%

COC(=O)c1cc(C)sc1NC(=O)CC1Sc2ccc(C(F)(F)F)cc2NC1=O (stereo not drawn)
  AID inhibitor: -9%
  UDG counterscr: ?

COc1ccc2sc(N(Cc3cccnc3)C(=O)c3cccs3)nc2c1
  AID inhibitor: -1%
  UDG counterscr: 3%

Cc1ccc(C(=O)Nc2nnc(SCc3cc(=O)c4c(C)ccc(C)c4[nH]3)s2)cc1
  AID inhibitor: ?
  UDG counterscr: ?

Next entries
Cc1ccc(C(=O)CC(=O)c2ccc(C)c(C)c2)cc1C
  AID inhibitor: -3%
  UDG counterscr: -6%

CCNC(=O)NC(=O)C(C)N(C)CCCCc1ccccc1 (stereo not drawn)
  AID inhibitor: 0%
  UDG counterscr: 4%

CCCC1N=C2c3ccccc3N=C(SCC(=O)NCCc3ccc(Cl)cc3)N2C1=O (stereo not drawn)
  AID inhibitor: -26%
  UDG counterscr: -7%

CN(C)c1ccccc1NC(=O)c1cncc(Br)c1
  AID inhibitor: 2%
  UDG counterscr: 1%

Cc1ccccc1-c1cc(C(=O)NCCC(c2ccccc2)c2ccccc2)c2ccccc2n1
  AID inhibitor: 5%
  UDG counterscr: -2%

CCc1cccc(Nc2nc(CSc3ccc(Cl)cc3)nc3sc4c(c23)CCC4)c1
  AID inhibitor: -7%
  UDG counterscr: 3%

Cc1ccc(-c2nonc2NC(=O)c2ccccc2)cc1
  AID inhibitor: -8%
  UDG counterscr: -6%

CCOC(=O)NC(C(=O)NCc1ccc(OC)cc1)C(C)C (stereo not drawn)
  AID inhibitor: 0%
  UDG counterscr: -3%

Reprinted at random: three entries already listed.
CCNC(=O)NC(=O)C(C)N(C)CCCCc1ccccc1 (stereo not drawn)
  AID inhibitor: 0%
  UDG counterscr: 4%

Cc1ccc(-c2nonc2NC(=O)c2ccccc2)cc1
  AID inhibitor: -8%
  UDG counterscr: -6%

CCCC1N=C2c3ccccc3N=C(SCC(=O)NCCc3ccc(Cl)cc3)N2C1=O (stereo not drawn)
  AID inhibitor: -26%
  UDG counterscr: -7%

Screening data: PubChem, National Center for Advancing Translational Sciences (NCATS)

This is a subset; count on the stated rates, not on these rows.
